Compound activity: PubChem BioAssay, several laboratories
human PMI inhibition: MPI enzyme activity inhibition – biochemical, fluorescence intensity, coupled assay, primary screen (AID 1209); purified PMI enzyme, coupled fluorescence intensity; higher % means a stronger effect; inhibition, % at 20 µM, or IC50 in µM where a hit was titrated; 190,000 tested, 0.42% active;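 note: plate controls were DMSO vehicle for no effect and wells lacking substrate for full effect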
M1AAP inhibition: P. falciparum M1AAP inhibitors, biochemical, fluorogenic H-Leu-NHMec substrate, 1536-well (AID 1445); recombinant M1AAP, H-Leu-NHMec fluorogenic kinetic assay; higher % means a stronger effect; one-dose inhibition, % at 30 µM; IC50 in µM for titrated hits; 220,000 tested, 0.42% active;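 active = primary inhibition above the hit cutoff, then over 50% inhibition at one or more dose response concentrations, cut at about 23% in these data, passing the limit was not always enough; inconclusive = conflicting primary data, or primary hits not chosen for dose response; inactive = low primary inhibition, or under 50% at every dose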;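 note: plate controls were DMSO full reaction for no effect and no enzyme background for full effect; strong numbers were not always called active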
WT yeast gro inh: growth inhibition of WT yeast, mitochondrial fusion screen | mitochondrial fusion phenotypic screen, WT strain | 190,000 tested, 2.1% active | inhibition, % at 10 µM; in the data active = inhibition above about 58%; tested in S. cerevisiae
Hep lipid drop: modulators of hepatic lipid droplet formation; AID 1656; 240,000 tested, 0.4% active; AML12 mouse hepatocytes, oleate lipid droplets, BODIPY imaging; inhibition, % at 6.5 µM;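 active = lipid droplet intensity inhibited by at least 50%, with more than 500 cells counted; inconclusive = wells with under 300 cells, treated as cytotoxic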
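Material – mouse AML12 hepatocyte cell line, fixed after treatment · Compound dosing – one dose, 6.5 µM compound · Times – compound with oleate, overnight · Measured by – Image-based BODIPY and DAPI two-channel analysis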
PMI inhibition: human PMI inhibitors, high substrate, primary screen, biochemical, fluorescence intensity, high mannose 6-phosphate (AID 1220); recombinant PMI enzyme, coupled fluorescence intensity; higher % means a stronger effect; inhibition, % at 20 µM, or IC50 in µM where a hit was titrated; 190,000 tested, 0.66% active
Myeloid diff 2: compounds promoting myeloid differentiation; ER-HoxA9 myeloid progenitors, lysozyme-GFP differentiation, flow cytometry; calls only at 10 µM; 360,000 tested, 1% active; AID 624256;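 active = normalized GFP-positive differentiation at or above the plate's own cutoff, the solvent-only control mean plus 3 SD; inconclusive = no clear call, values can overlap the other calls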;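 note: cells exposed to compound for four days before flow analysis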
TNAP activators: stimulation of alkaline phosphatase TNAP activity – biochemical, luminescent, no phosphate acceptor, uHTS, primary screen (AID 1001); purified TNAP, luminescent activation assay, no phosphate acceptor; higher activation fold means a stronger effect; activation fold at 20 µM; hits with a dose series show EC50 in µM; 200,000 tested, 0.03% active; in the data active = activation fold from about 3, or a potency from the dose series; inactive = the rest, 99 in 100 with activation fold below about 1.6; note: many of its hits are not listed in these tables
UTI89 phage lysis: protection from phage-mediated lysis, alamar blue read-out – E. coli UTI89, K1F phage, bacterial capsule biogenesis inhibitors (AID 488966); E. coli UTI89 K1F phage lysis, alamar blue, 2 h; higher % means a stronger effect; inhibition, % at 100 µM, or IC50 in µM where a hit was titrated; 340,000 tested, 0.02% active;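 active = phage lysis inhibition, versus mean bacterial control, above a set limit; inconclusive = no clear call, values can overlap the other calls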;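 note: capsule biogenesis inhibitors block K1F phage lysis so surviving cells raise fluorescence; higher fluorescence means more inhibition of phage lysis; actives were called in the ten point dose series up to 300 µM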
CSM14.1 death rescue: protection against thapsigargin-triggered cell killing – 384-well, CSM14.1, ATP luminescence, primary screen (AID 1222); 190,000 tested, under 10 active; CSM14.1 thapsigargin-induced death rescue, ATP luminescence; higher % means a stronger effect; one-dose cellular ATP content (survival), % at 20 µM; EC50 in µM for titrated hits;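 active = EC50 below 50 µM in the dose-response confirmation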;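 note: death triggered by thapsigargin at about 15 µM added after 2 h compound pretreatment; cell ATP read after overnight thapsigargin exposure of roughly 18 to 22 hours; normalized against plate controls of thapsigargin alone and 5% DMSO vehicle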
WT yeast gro inh mutant strain: further read-out of WT yeast gro inh, marked with its call; inhibition, %; mitochondrial fusion phenotypic screen, mutant strain inhibition
Hep lipid drop cells 6.5 µM: further read-out of Hep lipid drop, marked with its call; cell count; measured here: cell count, cytotoxicity flag;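 cells counted across two imaged fields per well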
Myeloid diff 2 GFP+ MAC1+ %: recorded beside Myeloid diff 2, whose call it bears; GFP+ MAC1+ double positive, %; measured here: differentiation confirmed by MAC1 staining
The depositor's hits bear a star; i = inactive; ? = inconclusive; . = no result given; & = joins results of further samples; [ ] = dose if it differs, or a comment. Cut-off read from the data, not from the text of the source, unless noted: active = inhibition above about 50%; inactive = the rest.

SMILES	human PMI inhibition	M1AAP inhibition	WT yeast gro inh	WT yeast gro inh mutant strain	Hep lipid drop	Hep lipid drop cells 6.5 µM	PMI inhibition	Myeloid diff 2	Myeloid diff 2 GFP+ MAC1+ %	TNAP activators	UTI89 phage lysis	CSM14.1 death rescue
CCOc1ccc(-n2c(O)c(C=Nc3ccc(N4CCOCC4)cc3)c(=O)[nH]c2=O)cc1	9%	13%	11	0	.	.	29%	i	0.8	0.8	0.3%	-0.5%
O=c1[nH]c(=S)n(-c2ccc(Br)cc2)c(O)c1C=Nc1ccc(N2CCOCC2)cc1	-2%	10%	4	-13	14	637	19%	i	0.5	0.9	0.4%[50 µM]	-0.2%
O=C1CN=C(c2ccc(Br)cc2)c2oc3ccccc3c2N1	10%	0%	14	12	-3	669	2%	i	0.3	1.1	3.2%	0.8%
CN1CCc2cccc3c2[C@H]1Cc1ccc(O)c(O)c1-3	80%*	1%	12	-16	8	765	15µM*	i	4.7&2.9&1.6	0.8	9.3%&5.4%&6.9%	-3.8%
C/C=C1/CC(C)C(C)(O)C(=O)OCC2CCN3CCC(OC1=O)C23 (configuration not stated)	.	.	13	13	5	684	.	i	0.2	1.1	0.0%	-0.6%
O=P(c1ccccc1)(c1ccccc1)N1CCCCC1	-7%	1%	-8	11	.	.	-7%	i	0.7	1.2	0.8%	2.3%
C/C(=N\N=C(N)N)c1ccccc1	.	7%	.	.	-3	749	.	i	0.8	.	0.2%	.
Cc1cccc(-n2c(O)c(C)c(=O)[nH]c2=S)c1	-11%	3%	-12	17	6	697	-22%	i	0.8	1.2	-0.1%	-0.9%
COc1cccc(NC(=O)CN2CC(c3ccccc3)CC2=O)c1 (configuration not stated)	19%	0%	14	19	.	.	-5%	i	1.4	1.2	4.4%	0.5%
O=C1CC(=O)N(c2cccc(Cl)c2)C(=O)N1	0%	8%	-10	0	3	774	-9%	i	0.6	1.1	0.4%	2.6%
CC(=NCC1CCCO1)c1c(O)n(-c2ccccc2)c(=O)[nH]c1=O (configuration not stated)	7%	-2%	12	16	.	.	4%	i	0.9	1	-0.1%	-3.2%
Cc1cccc(N2C(=O)NC(=O)/C(=C/c3ccc(-c4ccc(C(=O)O)c(Cl)c4)o3)C2=O)c1	-18%	12%	-8	15	-13	730	-19%	.	.	1.1	.	0.1%
N#Cc1ccccc1Cn1cc(C(=O)C2CC2)c2ccccc21	19%	5%	19	17	-6	715	14%	i	0.7	1.1	0.2%	3.6%
COc1cc(C(c2c(C)[nH]n(-c3ccccc3)c2=O)c2c(C)[nH]n(-c3ccccc3)c2=O)cc(OC)c1OC	-19%	10%	2	-4	-3	702	-10%	i	1.7	1.1	0.5%	-1.4%
NS(=O)(=O)c1ccc(N=Cc2c(O)n(C3CCCCC3)c(=O)n(C3CCCCC3)c2=O)cc1	9%	9%	96*	81*	.	.	9%	i	7.5	1.2	2.8%	4.3%
CCOc1ccc(-c2c(C)n(-c3ccc(OCC)cc3)c3[n+]2CCCCC3)cc1	.	-5%	.	.	0	703	.	?	.	.	0.2%	.
CCOC(=O)/C(CCCN(CC)CC)=N\O	24%	14%	11	-3	.	.	5%	i	0.6	1.1	0.1%	1.5%
CCCCc1nc2ccccc2c(=O)n1-c1ccccc1[N+](=O)[O-]	1%	1%	8	8	.	.	0%	i	1.5	1.1	-0.7%	3.2%
CC(N)Cc1ccccc1Sc1ccc(O)cc1 (configuration not stated)	2%	6%	3	-5	.	.	-3%	.	.	1.2	.	0.5%
COc1ccc(CCNC(=O)c2c(N)n(CCN3CCOCC3)c3nc4ccccc4nc23)cc1OC	0%	4%	-14	-9	.	.	0%	i	0.8	1.1	-0.7%	-1.8%
Cc1ccsc1-c1nc(CSCC(=O)N2CCC3(CC2)OCCO3)c(C)o1	-8%	-3%	-10	-12	.	.	2%	i	0.8	1	-0.8%	-0.6%
O=C(Nc1ccc(OC(=O)N2CCCC2)cc1)N1CCOCC1	15%	11%	-2	2	-6	754	18%	i	8.5	1	2.6%	0.6%
O=C(CN1C2CCC1CC(O)(c1cccnc1)C2)Nc1ccc2c(c1)OCO2 (configuration not stated)	4%	0%	-6	10	-4	695	0%	i	0.2	1.2	2.0%	.
Cc1nccn1Cc1ccc(Cl)nc1	-15%	-2%	3	18	.	.	-9%	i	0.2	1.1	-0.1%	-1.1%
CCOP(=O)(OCC)C(NC(=O)c1ccc(Cl)cc1)=C(Cl)Cl	3%	-6%	-1	-10	.	.	3%	i	5.2	1	-0.6%[50 µM]	2.7%
O=C(CN1CCN(CCO)CC1)Nc1ccc(Cl)cc1C(=O)c1ccccc1	2%	1%	2	-1	3	793	7%	i	8.4	1.1	3.0%	-2.1%
CC1(CCl)CN1S(=O)(=O)c1ccccc1 (configuration not stated)	.	0%	.	.	1	733	.	i	1.1	.	-0.6%[50 µM]	.
Cc1ccc(CCN2CC(C(=O)N3CCC4(CC3)OCCO4)CC2=O)cc1 (configuration not stated)	1%	-1%	32	26	.	.	-9%	i	0.6	1.1	0.4%	-1.4%
O=C(CN1CC=C(c2ccccc2)CC1)Nc1c(Cl)cccc1Cl	-18%	-6%	-31	-26	9	676	5%	i	1.6	1	0.1%[50 µM]	4.5%
O=C1NC(=O)C2(Cc3c(nc4ccccn4c3=O)N3CCCCCC32)C(=O)N1Cc1ccccc1 (configuration not stated)	6%	6%	15	8	.	.	6%	i	0.5	1.2	-0.4%	5.0%
Cn1cnnc1Sc1cc(N2CCNCC2)ccc1[N+](=O)[O-]	.	10%	.	.	4	735	.	i	0.9	.	1.3%	.
CSc1nc(N2CCN(C)CC2)c2ccccc2n1	11%	3%	12	9	-5	742	5%	i	0.2	1.1	0.3%	0.1%
COc1ccc(Nc2ncc(C(=O)N3CCC4(CC3)OCCO4)c3ccccc23)cc1	8%	13%	1	-3	-4	691	4%	i	0.7	1.1	0.6%	-2.4%
Cc1ccc(-c2nc3ccccc3c(=O)n2-c2ccncc2)cc1	9%	7%	-12	-13	19	589	30%	i	0.6	1.1	2.5%	-1.2%
CC(=O)NC1CC2CCC(C1)N2 (configuration not stated)	14%	3%	-13	14	15	798	9%	i	0.5	1.1	0.8%	5.2%
Cn1cccc1/C=C1/C(=O)NC(=S)N(Cc2ccc(F)cc2)C1=O	.	6%	.	.	-4	655	.	i	0.3	.	0.0%	.
Cc1cc(OC(=O)c2ccco2)c2c3c(c(=O)oc2c1)CCC3	-7%	-1%	-3	-12	.	.	-1%	i	2.6	1.1	-0.6%	-0.9%
c1cc2c(cc1[C@H]1OC[C@H]3[C@@H]1CO[C@@H]3c1ccc3c(c1)OCO3)OCO2	.	-2%	.	.	-30	685	.	i	2.2	.	2.6%	.
COC(=O)c1ccccc1OP1(=O)COc2ccccc2OC1	7%	2%	11	9	.	.	8%	i	2.3	1.1	1.2%	1.3%
CCOC(=O)C1C(=O)NC23CCCC2C1c1ccccc1O3 (configuration not stated)	-3%	4%	0	10	.	.	1%	i	0.5	1.1	0.2%	-0.2%
CCOC(=O)c1c(-c2ccccc2)oc2ccc(OC(=O)N(C)C)cc12	10%	1%	32	19	10	747	4%	i	0.6	1	0.1%	-2.3%
O=C(Nc1ccc(Br)cc1)c1nn(C23CC4CC(CC(C4)C2)C3)cc1Br	2%	-1%	9	23	.	.	-2%	i	0.2	1.1	0.5%	9.8%
O=C(Nc1ccc(Cl)cc1C(=O)c1ccccc1)c1ccccc1	4%	1%	14	-10	.	.	-6%	i	1.6	1.1	0.2%	-0.8%
COc1ccc(-c2nc3ccccc3c(=O)n2-c2ccc(OC)cc2)cc1	5%	2%	-28	3	-21	564	9%	i	0.3	1.1	0.2%	0.8%
CC1CN=C(NCc2ccncc2)S1 (configuration not stated)	-5%	7%	-3	-10	.	.	-8%	i	0.8	1.1	0.2%	1.7%
CN(C)C(=O)Nc1cccc(OC(=O)N(C)C)c1	16%	5%	-1	-7	-4	709	17%	i	0.5	1	0.3%	.
CC(=NCCc1ccccc1)c1c(O)[nH]c(=O)[nH]c1=O	.	3%	.	.	2	775	.	i	0.3	.	0.0%	.
COc1ccc(OCC(=O)N2CCN(Cc3nc4cc([N+](=O)[O-])ccc4n3C)CC2)cc1	19%	1%	-12	25	6	697	12%	i	0.2	1	0.3%	-2.3%
COc1ccccc1Sc1ccccc1CC(C)N (configuration not stated)	-10%	4%	4	-10	-10	674	-11%	i	0.3	1	?	-6.6%
O=C1NC(=O)N(c2ccccc2)C(=O)/C1=C/c1ccc([N+](=O)[O-])s1	-36%	17%	8	39	1	667	-54%	i	0.7	0.9	-2.6%	2.0%
COc1cccc(C(=O)C2CCCN(Cc3cnn(C(C)C)c3)C2)c1 (configuration not stated)	12%	-3%	3	4	-2	749	31%	i	0.2	1	0.0%	0.1%

Not all compounds are listed; rates above refer to the full screens.
